EBI2 block – EBI2 (human) antagonism; actives 0.81% (n = 360,000); inhibition, % at 5 µM; P32249; EBI2 beta-arrestin recruitment, luminescence, 7a,25-OHC stimulated; AID 651636; in the data active = inhibition above about 38%;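 also: enzyme fragment complementation signal reports receptor beta-arrestin coupling in cells; 0% = agonist plus DMSO wells and 100% = wells without agonist; some results beyond the cut were filed as inactive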
Target sequence (P32249 whole entry, looked up, the tested form may be a part): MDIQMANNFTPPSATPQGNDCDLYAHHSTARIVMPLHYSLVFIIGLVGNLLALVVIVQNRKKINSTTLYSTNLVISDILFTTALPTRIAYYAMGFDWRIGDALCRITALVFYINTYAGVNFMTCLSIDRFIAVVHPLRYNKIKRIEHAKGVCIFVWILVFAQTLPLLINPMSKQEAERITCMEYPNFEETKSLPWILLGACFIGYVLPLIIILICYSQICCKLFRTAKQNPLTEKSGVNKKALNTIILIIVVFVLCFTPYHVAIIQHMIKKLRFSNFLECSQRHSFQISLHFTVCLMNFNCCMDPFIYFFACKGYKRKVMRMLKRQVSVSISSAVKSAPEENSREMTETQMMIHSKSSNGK
CXCR6 inh – CXCR6 (human) receptor inhibition; CHO-K1 PathHunter CXCR6 beta-arrestin, luminescence; inhibition, % at 20 µM; AID 602244; actives 0.36% (n = 360,000); O00574; in the data active = inhibition above about 34%, passing the limit was not always enough;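 also: antagonist mode with CXCL16 agonist at 10 nM final; 0% = 10 nM CXCL16 with DMSO and 100% = unstimulated wells without agonist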
CCR6 antagonist – CCR6 (human) receptor antagonism | actives 0.49% (n = 340,000) | inhibition, % at 20 µM | CHO-K1 CCR6 PathHunter beta-arrestin, luminescence, CCL20-stimulated | P51684;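 active = compounds whose inhibition of the agonist-driven luminescence signal at 20 µM reaches about 50%, limit read from the data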;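 also: cells stimulated with CCL20 at 14 nM final; plate controls were DMSO with CCL20 for no effect and DMSO without agonist for full effect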
Gli-Sufu antag – antagonists of Gli-Sufu signaling; inhibition, % at 5 µM; Sufu-KO-LIGHT fibroblasts, Gli luciferase reporter luminescence; actives 0.74% (n = 340,000);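 active = inhibition above about 55%, limit read from the data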;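 also: 0% = DMSO-treated cells and 100% = wells with medium but no cells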
MPTP inh – blocks calcium-induced mitochondrial swelling; inhibition, % at 10 µM; isolated mouse mitochondria, Ca2+ swelling absorbance, 30 min; actives 1.4% (n = 360,000);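 active = inhibition of 50% or more, scaled per plate between neutral and stimulator controls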;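 also: 0% = DMSO wells given calcium and 100% = 1 mM EGTA wells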
NR3A LBD binder – NR3A (human) ligand-binding domain modulation | NR3A LBD differential scanning fluorimetry, Tm shift; 0% = protein alone, 100% = glycine-bound protein | actives 2.5% (n = 340,000) | Tm shift relative to glycine control, % at 25 µM;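 active = melting temperature shift of at least 10% of the positive control shift, at one fixed dose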
APOBEC3G inh – APOBEC3G (human) deaminase inhibition; recombinant A3G, ssDNA deamination FAM/TAMRA fluorescence; inhibition, % at 20 µM; Q9HC16; actives 0.28% (n = 330,000); AID 493012;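 active = inhibition of at least 40% at 20 µM, with no more than 30% in the related APOBEC3A deaminase screen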;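 also: plate controls were DMSO wells with A3G for no effect and wells lacking A3G enzyme for full effect; some compounds called inactive have numbers as strong as hits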
Target sequence (Q9HC16 whole entry, looked up): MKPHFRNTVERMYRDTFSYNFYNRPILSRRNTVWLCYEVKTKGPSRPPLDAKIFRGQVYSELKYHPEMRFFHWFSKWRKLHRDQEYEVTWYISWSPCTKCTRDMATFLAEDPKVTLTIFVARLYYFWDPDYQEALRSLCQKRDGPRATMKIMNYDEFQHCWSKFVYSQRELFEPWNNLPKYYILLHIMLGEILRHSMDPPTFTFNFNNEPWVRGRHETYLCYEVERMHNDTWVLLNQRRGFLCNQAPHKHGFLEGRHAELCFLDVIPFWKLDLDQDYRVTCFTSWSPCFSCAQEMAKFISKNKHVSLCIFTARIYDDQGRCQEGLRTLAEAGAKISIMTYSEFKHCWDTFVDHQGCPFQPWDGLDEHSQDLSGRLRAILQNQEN
APOBEC3A inh – human APOBEC3A DNA deaminase inhibition | actives 0.41% (n = 330,000) | recombinant A3A, FAM/TAMRA ssDNA deamination fluorescence | inhibition, % at 20 µM;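 active = at least 40% inhibition at 20 µM here, with at most 30% in a related deaminase screen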;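 also: plate controls were A3A with DMSO for no effect and wells lacking A3A enzyme for full effect; some results filed as inactive read as strong as hits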
Target sequence (P31941 whole entry, looked up): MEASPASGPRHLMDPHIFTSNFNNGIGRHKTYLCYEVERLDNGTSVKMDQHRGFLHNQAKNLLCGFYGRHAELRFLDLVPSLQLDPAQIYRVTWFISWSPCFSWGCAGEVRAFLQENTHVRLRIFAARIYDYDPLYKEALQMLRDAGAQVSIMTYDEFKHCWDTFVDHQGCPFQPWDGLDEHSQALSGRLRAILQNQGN
Starred values were filed as active, the others as inactive; x = no result given; & = joins results of further samples.

SMILES	EBI2 block	CXCR6 inh	CCR6 antagonist	Gli-Sufu antag	MPTP inh	NR3A LBD binder	APOBEC3G inh	APOBEC3A inh
CC1CC(C)CN(S(=O)(=O)c2cc3c4c(c2)CCN4C(=O)CC3)C1 (centres undefined)	-0.6	6.2	5.5	2.6	-0.4	-0.9	-1.4	2.0
Cc1ccc2nc(-c3ccc(NC(=O)CN4C(=O)c5ccccc5C4=O)cc3)sc2c1	8.2	-4.3	19.7	-104.5	7.8	-0.7	-2.2	0.5
NNC(=O)c1oc2nc(-c3ccco3)cc(-c3ccco3)c2c1N	13.2	14.1	9.1	14.1	4.6	-1.2	8.8	4.7
O=C(Nc1ccccc1)Nc1ccc2ncoc2c1	-9.1	-7.0	10.0	-43.2	5.1	3.6	-6.5	0.4
CCO[C@@H]1OC(C(=O)N2CCN(Cc3ccccc3)CC2)=C[C@H](c2coc3ccccc3c2=O)[C@H]1CCCO	x	x	7.2	15.4	x	0.3	-4.7	-2.2
CCOC(=O)CNc1c(-c2ccc(Cl)cc2)nc2cnccn12	-0.5	-3.7	9.9	31.9	0.3	2.0	-5.3	-4.2
Cc1cn(CC(C)C)c(=O)n(-c2ccccc2)c1=O	3.2	-2.8	3.6	0.9	-0.5	0.2	x	x
CSc1ccccc1NC(=O)CN1CCN(Cc2ccccc2)CC1	-2.7	5.8	x	x	9.8	x	-2.0	3.9
C[C@@H]1CN(S(=O)C(C)(C)C)[C@H](CCO)/C1=C\CCO (some centres undefined)	-3.9	3.5	-5.1	2.5	15.5	2.2	x	x
COC(=O)C1=CN(Cc2ccc(OC)cc2)C=C(C(=O)OC)C1c1ccsc1	9.5	8.3	12.8	7.8	-0.1	0.3	0.0	1.7
Cc1cc(NC(=O)Cn2cnc3c(cnn3C(C)(C)C)c2=O)no1	1.0	1.8	-16.8	1.4	-1.5	0.1	-4.9	-3.8
CC(OC(=O)c1ccc(-n2cnnn2)cc1)C(=O)Nc1ccccc1F (centres undefined)	5.9	-2.4	5.5	2.4	-0.2	0.5	-5.6	-0.4
COc1ccc(C2(c3ccc(OC)cc3)NC(=O)N(CC(=O)Nc3cc(C)ccc3OC)C2=O)cc1	21.0	0.0	4.7	9.2	-0.7	-6.2	-0.8	3.3
COc1ccc(OC)c(NC(=O)C2CCC(CNc3c(N4CCOCC4)c(=O)c3=O)CC2)c1 (centres undefined)	-3.9	-4.1	1.1	-1.1	-0.4	-2.2	-4.5	-3.3
COc1ccc2c(c1)CCc1sc(NC(=O)c3ccc(C)cc3)nc1-2	5.2	-4.9	-18.1	-14.4	-1.6	-5.2	4.6	50.0*
COC(=O)C1=C(N)Oc2cc(C)n(Cc3cccnc3)c(=O)c2C1c1ccc(OC)c(OC)c1 (centres undefined)	2.0	-2.1	-4.6	1.0	-2.7	-1.9	-7.0	-3.3
O=C(COC(=O)c1cc(S(=O)(=O)N2CCOCC2)ccc1F)Nc1ccc2c(c1)OCO2	-28.5	-1.2	-10.6	-1.4	-0.1	1.8	-4.2	-1.9
CCOC(=O)c1nc2sc(C)c(C)c2c(=O)[nH]1	1.8	-2.2	-4.8	-4.4	1.5	0.8	-6.5	-0.8
S=C(Nc1ccccc1)Nc1nccs1	5.2	36.8	31.5	-26.0	0.3	-6.8	-5.3	-1.7
CCN(c1cccc(C)c1)S(=O)(=O)c1nnc(NC(=O)c2ccco2)s1	-2.4	0.5	1.2	21.0	3.6	-4.1	1.7	6.9

Results in NR3A LBD binder, for 2 of the compounds above:
SMILES,NR3A LBD binder
CC1CC(C)CN(S(=O)(=O)c2cc3c4c(c2)CCN4C(=O)CC3)C1 (centres undefined),-0.9
O=C(COC(=O)c1cc(S(=O)(=O)N2CCOCC2)ccc1F)Nc1ccc2c(c1)OCO2,1.8

Following part
SMILES	EBI2 block	CXCR6 inh	CCR6 antagonist	Gli-Sufu antag	MPTP inh	NR3A LBD binder	APOBEC3G inh	APOBEC3A inh
COc1ccc(/C=C2\SC(N3CCCCC3)=NC2=O)cc1	53.5*	-0.1	5.3	-18.7	-0.5	0.9	-8.6	-3.8
O=C(NNC(=O)c1cc(-c2cccnc2)nc2ccccc12)Nc1ccc(Cl)cc1	-2.9	-10.7	7.9	-2.1	86.4*	25.5*	-6.1	-1.3
COc1ccc(C)cc1S(=O)(=O)N(CC(=O)N1CCCC1)c1ccccc1	-9.6	-2.2	4.3	7.6	1.0	4.8	0.2	0.3
CCC(C)NC(=O)Cn1cnc([N+](=O)[O-])c1 (centres undefined)	-7.0	-3.8	0.4	-8.8	0.2	0.2	-3.7	4.2
CC12CCC(C(=O)NC3CCCCC3)([C@H](Br)C1=O)C2(C)C (some centres undefined)	2.1	4.0	-1.5	-1.6	0.1	-1.4	-8.5	-3.6
O=S(=O)(c1cc(Cl)ccc1Cl)N1CCc2ccccc21	-5.3	9.8	14.3	4.5	1.8	-0.3	x	x
CN(C)S(=O)(=O)c1cccc(C(=O)N(Cc2ccc(F)cc2)Cc2ccco2)c1	-6.2	-3.1	1.7	11.2	-0.4	-0.2	-4.2	-2.3
CSc1ccc(S(=O)(=O)NCC(=O)OCC(=O)N(Cc2ccccc2)C(C)C)cc1[N+](=O)[O-]	12.7	0.5	9.1	-5.3	0.1	-8.4	-6.7	0.9
COc1ccc(Cn2nnnc2C(C(C)C)N2CCN(c3ccccc3OC)CC2)cc1 (centres undefined)	14.7	-6.9	9.7	10.3	2.9	-1.7	-8.5	-3.0
CC(C)OC(=O)/C(C#N)=C\c1cccnc1	-10.9	26.0	-5.0	4.3	0.9	2.5	-5.0	-2.3
Cc1cccc(NC(=O)CSc2ncnc3nc[nH]c23)c1	7.7	-2.5	-6.3	20.4	-4.2	-0.9	-5.1	-3.6
O=C1CNC(=O)/C(=C\c2ccc(F)cc2)N1	-5.6	-12.2	-0.1	-8.4	-0.1	0.6	-4.4	-3.5
COc1ccc(C)cc1NC(=O)C(=O)NNC(=O)COc1ccc(Cl)cc1	10.6	-10.0	6.1	4.4	2.6	-24.8	-8.4	-4.0
O=C(NCc1ccc(F)cc1)C(C(=O)NCc1ccc(F)cc1)c1ncc(C(F)(F)F)cc1Cl	10.4	8.8	5.1	30.6	-1.5	-1.0	-5.6	1.8
O=C1CN(C(=O)N[C@@H](Cc2ccccc2)C(=O)N[C@@H](Cc2ccccc2)C(=O)O)c2ccccc2N1	1.3	-4.9	-19.3	1.8	0.0	-0.5	12.6	13.1
COCCCNC(=S)N(CCO)Cc1cc2cc3c(cc2[nH]c1=O)OCCO3	-11.4	3.3	0.3	-10.9	-0.3	0.7	-3.8	-1.6
CCCNc1[nH]c(=O)n(C)c(=O)c1N=O	7.0	-0.4	4.9	-2.6	-1.5	-0.7	-4.0	-2.7
O=c1c2ccc([N+](=O)[O-])cc2ncn1CCOc1cccc(Br)c1	-5.2	-14.4	-27.3	-5.8	1.3	-11.3	0.6	-0.2
COc1cccc(CNC(=O)N[C@@H](C)C(=O)O)c1	4.8	-3.2	6.1	4.9	0.9	0.8	-6.1	-2.3
CCCN=C(C)C1=C(O)c2ccccc2C1=O	-3.2	6.8	3.3	7.0	1.7	-2.4	-6.2	9.1
Cc1c(C(=O)N/N=C/c2ccccc2)[nH]c2c([N+](=O)[O-])cccc12	7.8	-1.3	-2.5	4.4	3.0	-2.3	-8.2	3.4
Cc1cccc(N2C(=O)CC(NNc3nc4ccccc4s3)C2=O)c1 (centres undefined)	-4.9	-7.9	13.3	-1.1	0.1	-0.7	-10.2	-2.6
O=C(O)c1ccc(CN2CCCCC2)o1	-1.7	3.8	11.4	-7.5	-0.6	-1.6	-4.0	-2.5
CN(C(=O)c1ccccc1)c1ccccc1C(=O)NCCc1ccccc1	4.8	-6.4	-1.2	-1.1	0.0	-0.8	-10.2	0.0
O=C1c2sc3nc4c(c(=O)n3c2C(=O)N1c1ccccc1)CCC4	7.2	-0.5	31.3	-5.8	-0.7	-1.0	-1.0	4.1
CCN1CCN(C(=O)CCN2C(=O)c3ccccc3C2=O)CC1	5.4	5.0	-1.8	-8.8	0.3	-0.1	-2.3	-0.1
NC(=O)c1[nH]cnc1N	-1.3&-12.2	-2.2&-7.2	-13.0&-2.2	19.1&-0.4	-0.8&0.1	2.0&4.3	-3.8&-3.4	1.2&4.4
CC(C)C(OC(=O)c1ccco1)C(=O)NCc1ccccc1 (centres undefined)	-2.4	0.5	-6.5	-19.2	0.4	-1.7	-3.0	-2.5
CCN(CC)C(=O)COc1ccc2oc(-c3ccco3)cc(=O)c2c1	-3.6	0.3	3.4	-25.6	1.7	-1.9	6.1	15.4
Cc1ccccc1CC(=O)N1CCN(C(=O)c2ccco2)CC1	2.6	5.8	-9.1	30.7	-0.8	-1.7	-4.3	-2.7
CCn1ncc([N+](=O)[O-])c1C(=O)NC1CCCCC1	-4.3	-3.4	4.4	-13.1	-0.7	0.5	-6.2	-4.1
CCN(CC)CCNC(=O)c1ccc(NC(=O)c2cccc(S(=O)(=O)N3c4ccccc4CC3C)c2)cc1 (centres undefined)	-1.0	7.0	15.2	27.9	-0.2	0.3	-7.3	-3.8
CC(C)C1C(c2ccccc2)NC(c2ccccc2)CC1(O)c1ccc(F)cc1 (centres undefined)	20.2	-6.3	13.5	3.1	11.6	-3.3	-6.2	-2.1
CCN(CC)S(=O)(=O)c1ccc2oc(C(=O)N3CCOCC3)c(C)c2c1	-2.0	-10.2	-17.2	5.5	-1.1	-0.3	-1.5	-2.2
O=C(CN1C(=O)CCSc2ccc(S(=O)(=O)N3CCCC3)cc21)Nc1ccccc1Cl	-4.1	1.9	3.8	-7.6	-1.3	-3.8	-3.9	-3.9
CCOc1ccc(-n2nnnc2SCC(=O)Nc2cccc(O)c2)cc1	12.7	-7.3	12.2	14.4	1.4	-2.4	-3.6	-7.7
COc1ccc2cc(C(=O)N3CCN(C)CC3)[nH]c2c1	-11.6	-2.5	13.1	-27.2	-0.1	-0.5	-5.2	-1.1
NCCCC[C@H]1CNC(=S)N1CC1CCCCC1	2.4	2.4	12.6	-1.7	-0.2	1.3	-2.5	-2.1
Cc1ccccc1OCCOc1cccc(/C=N/NC(=O)Cc2nnc(N)s2)c1	-7.7	0.3	32.2	-4.6	46.6	-9.6	-3.8	-4.8
Cc1ccc2nc(-c3ccc(O)c(O)c3)cn2c1	-17.6	2.4	-1.1	-2.2	-1.2	-1.2	6.2	-12.7

Pulled by compound from the list above:
SMILES	EBI2 block	CXCR6 inh	CCR6 antagonist	Gli-Sufu antag	MPTP inh	NR3A LBD binder	APOBEC3G inh	APOBEC3A inh
COc1ccc(OC)c(NC(=O)C2CCC(CNc3c(N4CCOCC4)c(=O)c3=O)CC2)c1 (centres undefined)	-3.9	-4.1	1.1	-1.1	-0.4	-2.2	-4.5	-3.3
Cc1c(C(=O)N/N=C/c2ccccc2)[nH]c2c([N+](=O)[O-])cccc12	7.8	-1.3	-2.5	4.4	3.0	-2.3	-8.2	3.4
COc1ccc(C)cc1S(=O)(=O)N(CC(=O)N1CCCC1)c1ccccc1	-9.6	-2.2	4.3	7.6	1.0	4.8	0.2	0.3
COc1ccc2c(c1)CCc1sc(NC(=O)c3ccc(C)cc3)nc1-2	5.2	-4.9	-18.1	-14.4	-1.6	-5.2	4.6	50.0*

Additional compounds follow.
SMILES	EBI2 block	CXCR6 inh	CCR6 antagonist	Gli-Sufu antag	MPTP inh	NR3A LBD binder	APOBEC3G inh	APOBEC3A inh
CC1CCC2(CC1)NC(=O)N(CC(=O)Nc1cccc(C#N)c1)C2=O (centres undefined)	-1.1	3.0	0.7	1.0	-0.4	-0.2	-1.9	-0.2
Cc1ccc(NC(=S)c2nc3ccccc3s2)cc1	0.4	5.1	11.8	6.0	2.6	4.2	1.6	-0.4
Cc1ccccc1Oc1ccc2c(c1)[C@@H]1C[C@H](N(C)C(=O)NC3CCCCC3)[C@H]([C@H](C)O)C(=O)N1CC2	0.5	9.3	8.6	11.9	-1.9	-2.6	x	x
COc1ccc(N2CCN(C(=O)CCC(=O)N3CCOc4ccc(C)cc43)CC2)cc1	2.8	12.7	6.0	34.8	1.6	-10.6	2.4	1.9
Cc1[nH]c(C)c(S(=O)(=O)N2CCN(c3cccc(C(F)(F)F)c3)CC2)c1C(=O)N1CCCC1	-8.0	-5.7	3.1	6.4	-0.9	0.8	-2.5	-1.8
